Screens: PubChem BioAssay, Sanford-Burnham Center for Chemical Genomics
CXCR6 inh – CXCR6 receptor inhibitors, primary screen, cell-based, beta-arrestin, luminescence, CHO-K1 PathHunter, 1536-well; C-X-C chemokine receptor type 6 (Homo sapiens), O00574; inhibition, % at 20 µM; 360,000 tested, 0.36% active; AID 602244, 2012; in the data active = inhibition above about 34%, passing the limit was not always enough;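 also: antagonist mode with CXCL16 agonist at 10 nM final; 0% = 10 nM CXCL16 with DMSO and 100% = unstimulated wells without agonist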
Target sequence (O00574 whole entry, looked up): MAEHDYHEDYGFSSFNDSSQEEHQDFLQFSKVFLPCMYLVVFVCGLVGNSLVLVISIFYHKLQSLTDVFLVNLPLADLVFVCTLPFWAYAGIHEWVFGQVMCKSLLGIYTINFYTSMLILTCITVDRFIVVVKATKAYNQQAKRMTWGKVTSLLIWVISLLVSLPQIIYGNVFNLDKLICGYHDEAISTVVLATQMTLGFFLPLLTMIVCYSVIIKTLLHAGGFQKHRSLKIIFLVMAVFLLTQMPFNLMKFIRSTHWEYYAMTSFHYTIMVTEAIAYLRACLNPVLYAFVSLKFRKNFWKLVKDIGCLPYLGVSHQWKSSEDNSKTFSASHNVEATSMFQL
EBI2 antag – EBI2 receptor antagonists, beta-arrestin recruitment, primary screen, cell-based, luminescence, 7a,25-OHC stimulation, uHTS. G-protein coupled receptor 183 (Homo sapiens), P32249. 7a,25-OHC stimulated. inhibition, % at 5 µM. 360,000 tested, 0.81% active. AID 651636, 2012; in the data active = inhibition above about 38%;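 also: enzyme fragment complementation signal reports receptor beta-arrestin coupling in cells; 0% = agonist plus DMSO wells and 100% = wells without agonist; some results beyond the cut were filed as inactive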
Target sequence (P32249 whole entry, looked up, the tested form may be a part): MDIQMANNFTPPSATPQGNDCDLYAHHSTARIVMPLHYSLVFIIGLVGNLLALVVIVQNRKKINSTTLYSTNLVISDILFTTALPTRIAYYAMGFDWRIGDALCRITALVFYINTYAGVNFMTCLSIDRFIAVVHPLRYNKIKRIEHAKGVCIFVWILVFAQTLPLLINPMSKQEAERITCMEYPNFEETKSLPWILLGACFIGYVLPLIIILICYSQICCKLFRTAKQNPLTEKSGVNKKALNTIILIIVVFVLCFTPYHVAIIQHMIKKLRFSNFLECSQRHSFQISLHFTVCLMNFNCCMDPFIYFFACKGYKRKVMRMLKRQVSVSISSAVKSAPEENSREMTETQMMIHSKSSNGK
Starred values were filed as active, the others as inactive. A portion of the library (hit frequency here may not be typical).

Every second line gives: CXCR6 inh, EBI2 antag
- COC(=O)CCCn1cc(CN2CC(N3CCN(Cc4ccccc4F)CC3)CS2(=O)=O)nn1 (stereo not given)
    -5, -4
- O[C@@H]1CN(CC2CCCCC2)[C@@H](c2ccc(Cl)cc2)C[C@H]1n1cc(C2CC2)nn1
    -1, 12
- COc1ccc([C@H]2C[C@@H](O)[C@H](n3cc(-c4ccc(F)cc4)nn3)CN2C(=O)C2CCCCC2)cc1
    -4, 4
- COCCN(CCOC)Cc1cc(=O)oc2cc(OC)c(Cl)cc12
    1, -11
- COc1ccc2c(CC(=O)Nc3ccc4nc(N5CCOCC5)sc4c3)coc2c1
    1, 6
- CCCCn1nnnc1C(c1ccccc1)N1CCN(c2cc(C)ccc2C)CC1 (stereo not given)
    14, 30
- CC1CC(C)CN(S(=O)(=O)c2ccc(F)c(C(=O)NC3CCCCC3C)c2)C1 (stereo not given)
    -1, 12
- Cc1cccc(OCc2nnc(SCC(=O)NCc3ccc4c(c3)OCO4)o2)c1
    1, -1
- CCCCC1CC2=C(C(=O)OC(C)(C)O2)C(c2ccc(Cl)cc2)O1 (stereo not given)
    -4, 8
- Nc1ncnc2c1ncn2[C@@H]1O[C@H](C(=O)NCC(F)(F)F)[C@@H](O)[C@H]1O
    -11, -6
- COc1ccc(-c2cc(NC=O)c3ncc(-c4cccc(C(=O)NCCN(C)C)c4)n3c2)cn1
    2, 7
- O=C(Nc1ccccc1N1CCOCC1)[C@@H]1O[C@H](CO)[C@H](O)[C@H](O)[C@H]1O
    6, -8
- O=S(=O)(Cc1nnnn1-c1ccc(Br)cc1)c1ccccc1
    4, 1
- CCc1nc2c(OCc3ccccc3)cccn2c1N(C)C(=O)C(C)C
    11, 2
- Cc1ccc(S(=O)(=O)N(C)C[C@@H]2Oc3ncc(Br)cc3C(=O)N([C@H](C)CO)C[C@H]2C)cc1
    4, -9
- O=C(NCc1cccnc1)c1cc(C2CCCCN2S(=O)(=O)c2cccc3cccnc23)on1 (stereo not given)
    -2, -10
- Nc1ccn([C@@H]2O[C@H](C(=O)NCCCN3CCCC3=O)[C@@H](O)[C@H]2O)c(=O)n1
    5, -6
- CN(Cc1ccccc1F)c1cc2c(c3c1ccn3C)C1CCC2O1 (stereo not given)
    -2, 0
- CC(O)(c1ccc(F)c(F)c1)c1nc(/C=C/c2ccccc2)cs1 (stereo not given)
    -5, -12
- CC1OC(CCc2cccc(Cl)c2)Cc2[nH][nH]c(=O)c21 (stereo not given)
    -7, 4
- COc1ccc(-c2csc(C(C)(O)c3cccnc3)n2)cn1 (stereo not given)
    -2, -2
- C[C@@H]1CN([C@@H](C)CO)C(=O)CCCn2cc(nn2)CO[C@H]1CN(C)C(=O)CCCN(C)C
    -6, -2
- CCCCCCN1C[C@@H](O)[C@H](n2cc(C3CC3)nn2)C[C@@H]1c1ccc(Cl)cc1
    2, 11
- C[C@@H]1CN([C@@H](C)CO)C(=O)CCCn2cc(nn2)CO[C@H]1CN(C)C(=O)OCc1ccccc1
    4, -2
- Oc1c(N=Nc2nn[nH]n2)ccc2ccccc12
    13, -22
- CC(C)(C)NC(=O)C1c2ccccc2OCC(=O)N1CCCN1CCOCC1 (stereo not given)
    -8, -7
- Cc1cccc(CN2CCN(C3CN(CCc4ccccc4)S(=O)(=O)C3)CC2)c1 (stereo not given)
    1, 34
- CC1=CC(=O)C=CC1=Nc1ccc(N(C)C)cc1
    20, -3
- COc1ccc(NC(=O)C2Cc3c(-c4cccc(C(C)=O)c4)ccnc3O2)cc1OC (stereo not given)
    -5, -8
- CCCCN(C(C)=O)c1c(CC)nc2ccc(C(=O)NCCOc3ccc(OC)cc3)cn12
    -4, 28
- O=C(NCc1ccc(F)cc1)c1cc(C2CCCN(C(=O)c3ccccn3)C2)on1 (stereo not given)
    5, 1
- COc1ccc(CN2C(=O)C(CC(=O)NC3CCCCC3)CC(C(=O)N3CCOCC3)=C2C)cc1 (stereo not given)
    1, -3
- CCc1nc2c(OCCOc3ccc(F)cc3)cccn2c1N(C)C(=O)c1ccccc1F
    2, 6
- O=c1[nH][nH]c2c1C(c1cccc(C(F)(F)F)c1)OC(CCc1ccccc1)C2 (stereo not given)
    -10, -11
- Cc1noc(C)c1C(=O)N1CCC1(C)C(=O)NS(=O)(=O)c1ccc(Br)cc1 (stereo not given)
    -8, -6
- O=C(NCc1cccs1)c1ccc2sc([C@@H]3O[C@H](CO)[C@H](O)[C@H](O)[C@H]3O)nc2c1
    12, 3
- CC(=O)Nc1ccc(-c2ccnc3c2CC(C)(C(=O)Nc2cccc(Oc4ccccc4)c2)O3)cc1 (stereo not given)
    9, 5
- CN(C)S(=O)(=O)n1cc(/C=C(\NC(=O)c2ccccc2F)C(=O)N2CCCCC2)c2ccccc21
    4, -3
- O=C(COC(=O)CN1C(=O)c2ccccc2C1=O)Nc1ccccc1C(F)(F)F
    4, 3
- O=C1NC2C3CC(c4ccccc43)C12 (stereo not given)
    -1, 0
- CC(=O)Nc1cccc2cc(S(=O)(=O)O)ccc12
    -8, 7
- C[C@H](O)[C@@H]1C(=O)N2CCc3c([nH]c4ccccc34)[C@@H]2C[C@@H]1N(C)C(=O)c1cc(Cl)cc(Cl)c1
    4, 10
- O=C(NCc1ccco1)c1ccc(-c2ccc(F)c(F)c2)c2ccoc12
    4, 12
- Fc1cccc(Cc2c(-c3ccco3)nc3ccc(Br)cn23)c1
    -3, 14
- CCc1nc2c(OCc3cccc(Cl)c3)cccn2c1N(C)C(=O)c1ccco1
    4, 5
- OC(c1cccc(CN2CCCCC2)c1)c1ncc(-c2ccccc2Cl)[nH]1 (stereo not given)
    6, -4
- N#CC(c1ccccc1)C(CC(=NO)c1ccccc1)c1ccccc1 (stereo not given)
    5, 21
- C=CCN(CC=C)Cc1cc(=O)oc2cc(C)c(C)cc12
    -4, 9
- CCCCCC(=O)N1C[C@H](O)[C@@H](n2cc(C3CC3)nn2)C[C@@H]1c1ccc(Cl)cc1
    4, -8
- COc1ccc(C(=O)N2CCOC2CNC(=O)C(=O)NCc2ccccc2)cc1 (stereo not given)
    0, -11
- COCCNC(=O)C1(C)CCCN(C(=O)c2cccc(C#N)c2)C1 (stereo not given)
    -1, -4
- O=C(OCc1ccc(Br)cc1)c1cc([N+](=O)[O-])ccc1N1CCOCC1
    8, 36
- CC1(C(=O)NS(=O)(=O)c2ccc(Cl)cc2)CCN1C(=O)CC1CCCC1 (stereo not given)
    -5, -17
- O=C(Nc1ccc2c(c1)OCCO2)C1c2ccccc2OCC(=O)N1CCc1c[nH]c2ccccc12 (stereo not given)
    -2, 2
- CC(=O)Nc1cccc(NC(=O)c2cccc(Cl)c2)c1
    -7, -8
- CC(=O)c1c(O)c(C)c(O)c2c1OC1=CC(=O)/C(=C(/C)N)C(=O)C12C (stereo not given)
    -1, 8
- Cc1ccc(S(=O)(=O)NCCCCCCNS(=O)(=O)c2ccc(C)cc2)cc1
    -12, 0
- C=CCN(CC=C)Cc1cc(=O)oc2ccccc12
    1, -5
- CCc1nc2ccc(C(=O)NCC3CCCCC3)cn2c1N(C)C(=O)c1cccc(OC)c1
    -3, 5
- Cc1ccc(F)cc1C(=O)N1CCOCC1c1cc(C(=O)Nc2ccccc2)no1 (stereo not given)
    1, 3

A second format for three compounds above:
Compound	CXCR6 inh	EBI2 antag
CCc1nc2ccc(C(=O)NCC3CCCCC3)cn2c1N(C)C(=O)c1cccc(OC)c1	-3	5
COCCNC(=O)C1(C)CCCN(C(=O)c2cccc(C#N)c2)C1 (stereo not given)	-1	-4
O=C1NC2C3CC(c4ccccc43)C12 (stereo not given)	-1	0

Further records:
Every second line gives: CXCR6 inh, EBI2 antag
- O=C(Cc1ccccc1)NCC(=O)N1CCN(c2ccc(F)cc2)CC1
    4, -2
- CCN(CC)C(=O)C1=C(C)N(CCCN2CCCC2=O)C(=O)C(CC(=O)NC(c2ccccc2)c2ccccc2)C1 (stereo not given)
    7, 2
- OC[C@@H]1CN(Cc2cccs2)C[C@H](n2cnc3c(N4CCCC4)ncnc32)O1
    -5, -2
- CCOC(=O)[C@]12CCCC=C1N(Cc1ccc(Cl)cc1Cl)C(=O)[C@H](CC(=O)NCc1ccccc1)C2
    7, 17
- COc1ccc(C(O)c2nc(-c3ccc4c(c3)OCO4)cs2)cc1 (stereo not given)
    1, 5
- Cc1nc(N2CCN(S(=O)(=O)c3cccs3)CC2)c2c(-c3ccccc3)c(C)sc2n1
    16, 16
- CC(=O)Nc1cc(-c2ccc(N3CCN(C)CC3)cc2)cn2c(-c3cccc(C(C)=O)c3)cnc12
    -1, 17
- CCCNC(=O)c1cc(C2CCCCN2C(=O)c2cc(F)ccc2C)on1 (stereo not given)
    4, -5
- Cc1ccc(-c2cnc3c(c2)C(=O)N([C@H](C)CO)C[C@H](C)[C@@H](CN(C)Cc2ccccc2F)O3)cc1
    3, 6
- COc1ccc(C(N)c2csc(NC(=O)Nc3ccccc3C(C)(C)C)n2)cc1 (stereo not given)
    4, 3
- Cc1ccc(-c2ccc3c(c2)O[C@H](CN(C)Cc2cncnc2)[C@@H](C)CN([C@H](C)CO)S3(=O)=O)cc1
    -6, 6
- O=C(NCCc1cccs1)c1ccc(CS(=O)Cc2cccc(Cl)c2)o1 (stereo not given)
    -1, 18
- COc1ccc(C(Cl)=C(C=O)c2ccc(OC)c(OC)c2)cc1OC
    3, 3
- Cc1ccc(C)c(NC(=O)C2(C)CCN2C(C)C)c1 (stereo not given)
    2, 0
- CC(C)C[C@H]1CN(CCCC[C@H]2CNC(=O)C(=O)N2CCc2ccc(O)cc2)C(=O)C(=O)N1Cc1ccccc1
    -4, 0
- NC(CCc1ccccc1)c1csc(NC(=O)Nc2cccc(C(F)(F)F)c2)n1 (stereo not given)
    -17, 6
- CCN(CCN(C)C)C(=O)c1ccc2nc(C)c(N(C)C(=O)CCc3ccccc3)n2c1
    5, -11
- O=C(CC[C@H]1O[C@@H](n2ccc(=O)[nH]c2=O)[C@H](O)[C@@H]1O)N[C@@H](Cc1ccccc1)C(=O)NCC1CCCCC1
    -4, -2
- COc1cccc(CN2CCC2(C)C(=O)Nc2ccc3c(c2)CCN3C(C)=O)c1F (stereo not given)
    -6, -2
- Cc1ccsc1C(=O)N1CCC1(C)C(=O)NCc1cccnc1 (stereo not given)
    -8, -9
- Cc1ccc(C(O)c2ncc(-c3ccc(Cl)cc3)[nH]2)c(C)c1 (stereo not given)
    -5, -2
- COc1ccc(NC(=O)C2Cc3c(-c4ccccc4Oc4ccccc4)ccnc3O2)cn1 (stereo not given)
    -6, 4
- C(=C\c1ccccc1)/CN1CCN(C(c2ccnc3ccccc23)c2nnnn2-c2ccc3c(c2)OCCO3)CC1 (stereo not given)
    6, 22
- O=C(Nc1ccccc1Cl)c1cc(C2CCCCN2S(=O)(=O)c2ccccc2)on1 (stereo not given)
    6, -8
- CN1CCCC1=Nc1ccccc1
    2, -14
- CCCCCCNC(=O)O[C@]12C[C@@H](C(=O)OC)[C@@H](C(=O)OC)C[C@@]1(O)CN(S(=O)(=O)c1ccc(C)cc1)C2
    1, 4
- O=C(Nc1ccccc1Cl)c1ccccc1CC(O)(c1ccccc1)c1ccccc1
    -9, 13
- CC(C)COC(=O)N1CCCCC1c1cc(C(=O)NCc2cccnc2)no1 (stereo not given)
    -10, 0
- O=C(NC(c1ccc(Cl)cc1)c1cnccn1)C1CCN(Cc2ccccc2)CC1 (stereo not given)
    -4, -19
- COc1ncnc2c1ncn2CCCNCc1ccc2c(c1)OCO2
    -2, -8
- O=C(Nc1c(-c2ccc(Cl)cc2)[nH][nH]c1=O)c1ccccc1Cl
    -4, 1
- CC12CCC3C(C1)C(C(=O)O2)C(=O)OC3(C)C (stereo not given)
    -2, 3
- COc1ccc(NC(=O)COC(=O)c2ccc(S(=O)(=O)N3CCCCC3)cc2)c(OC)c1
    -3, 1
- O=c1c(O)c(-c2ccccc2)oc2cc(O)ccc12
    -4, 1
- O=C(CN1CCCC1)Nc1nc(-c2ccc(Cl)cc2)cs1
    -5, 3
- Cn1cc(-c2csc(C(C)(O)c3cccc(F)c3)n2)cn1 (stereo not given)
    -7, -3
- CCCNC(=O)C1(C)CCN(C(=O)c2ccc(OC)cc2OC)C1 (stereo not given)
    -4, -6
- O=C(NC1CC1)c1[nH]c(C(F)(F)F)nc1-c1ccccc1
    0, -9
- COc1cc(NC(=O)Nc2nnc([C@@H]3C[C@H](O)[C@@H](CO)O3)s2)cc(OC)c1OC
    4, -7
- Cc1ccc([C@H]2N[C@]3(CCCN(Cc4cccn4C)C3=O)[C@H]3C(=O)N(Cc4ccccc4)C(=O)[C@@H]23)cc1
    6, 3
- Cc1ccc(Cc2c(-c3ccc(Cl)cc3)nc3ccc(Cl)cn23)cc1
    7, 12
- Cc1ccc(-c2cnc(C(O)c3cc(C)cc(C)c3)[nH]2)cc1 (stereo not given)
    6, 6
- COc1ccc([C@H]2C[C@@H](n3cc(C4CC4)nn3)[C@H](O)CN2Cc2cccs2)cc1
    6, -2
- CC1(C(=O)Nc2ccc3c(c2)OCCO3)CCC(=O)N1CCc1c[nH]c2ccccc12 (stereo not given)
    1, -5

In the list so far, these contain two or more sulfur atoms.
Every second line gives: CXCR6 inh, EBI2 antag
- O=C(NCc1cccs1)c1ccc2sc([C@@H]3O[C@H](CO)[C@H](O)[C@H](O)[C@H]3O)nc2c1
    12, 3
- Cc1ccc(S(=O)(=O)NCCCCCCNS(=O)(=O)c2ccc(C)cc2)cc1
    -12, 0
- Cc1nc(N2CCN(S(=O)(=O)c3cccs3)CC2)c2c(-c3ccccc3)c(C)sc2n1
    16, 16
- O=C(NCCc1cccs1)c1ccc(CS(=O)Cc2cccc(Cl)c2)o1 (stereo not given)
    -1, 18
